HSF1 inh – HSF1 inhibition | NIH3T3-HGL HSE-luciferase, MG132-induced, luminescence 8 h; hits give low values | activity change, negative = inhibition, % at 7.5 µM (by protocol) | 300,000 compounds, 0.77% hits | AID 2098;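 active = more than half of replicate wells show activity change below -50%, luminescence cut by over half; inconclusive = some wells, but at most half, below -50%; inactive = no replicate well below -50%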;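 note: luciferase reports HSF-1 transcriptional activity via heat shock element; 0% = median of DMSO wells and -100% = zero luminescence signal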
AI-2 QS mod – modulators of Vibrio harveyi AI-2 quorum sensing system. Vibrio harveyi JMH597 AI-2 luminescence/OD600 ratio, 9 h; hits give low values; strain lacks LuxN and CqsS sensors; 0 = neutral-control median. activity change, % at 7.5 µM. 300,000 compounds, 0.4% hits. AID 2094; in the data active = activity change below about -75%, passing the limit was not always enough; inconclusive = no clear call, values can overlap the other calls;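 note: luminescence divided by OD600 gain over 9 h not by final OD600 alone; inactives centre near 13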
HIF act – HIF pathway transcriptional activation | activation, % at 7.5 µM (by protocol) | U2OS HRE-luciferase reporter, luminescence; normalized: DMSO 0%, desferrioxamine 100% | 300,000 compounds, 0.32% hits | AID 1910;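 active = mean activation of at least 10% of the iron chelator positive control signal, with at least half of replicates also reaching 10%; inconclusive = mean and replicate majority disagree about reaching 10%; inactive = mean and most replicates under 10%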
KLF5 inhibitor – kruppel-like factor 5 inhibition | DLD-1 KLF5 promoter-luciferase reporter, luminescence | inhibition, % at 5 µM | 290,000 compounds, 0.23% hits | AID 1700;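 active = inhibition above a per-plate limit of that plate's mean compound inhibition plus 3 SD, cut at about 60% in these data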;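 note: 0% = DMSO wells and 100% = LY294002 at 200 µM; higher means less KLF5 promoter-driven luciferase light; inactives centre near -14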
Platelet DG rel – platelet dense granule release activity. human platelet-rich plasma, SFLLRN dense granule ATP release, luminescence. 300,000 compounds, 0.22% hits. inhibition, %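 (compounds screened at 7.5 µM in platelet-rich plasma)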;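 active = mean replicate score, as percent of positive control, at or above 50; inconclusive = mean below 50 but at least one replicate at or above 50; inactive = mean and every replicate below 50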
HSF1 activator – increases HSF-1 driven luciferase reporter signal. NIH3T3-HGL HSF-1 luciferase reporter, MG132, 8 h; 100% = twice DMSO control signal. activation, % at 9 µM. 300,000 compounds, 1.7% hits. AID 504408;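 active = mean replicate activation of at least 50% with a set share of replicates each reaching 50%; inconclusive = only one of those two conditions met; inactive = mean below 50% and too few replicates reaching it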;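 note: 0% = median of the neutral control wells and 100% = twice that signal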
aSyn UTR inh – 5' untranslated region of α-synuclein, MLPCN primary screen. alpha-synuclein 5'UTR reporter, inhibitor activity. inhibition, % (tested at 7.5 µM). 300,000 compounds, 0.82% hits. AID 1813; in the data active = inhibition above about 60%; inconclusive = no clear call, values can overlap the other calls;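 note: H4 neuroglioblastoma cells stably carrying SNCA 5'UTR luciferase fusion; 0% = DMSO wells and 100% = positive control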
HSP90 inh – HSP90 refolding inhibition in rabbit reticulocyte lysate | 290,000 compounds, 0.91% hits | inhibition, % at 5.6 µM | luciferase refolding luminescence, 3 h;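 active = inhibition above the screen-wide mean plus 3 SD, computed separately per campaign, cut at about 16% in these data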;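 note: 0% = DMSO wells and 100% = 60 µM geldanamycin wells; inhibitors lower the luminescence because luciferase stays unfolded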
HDAC3 inh – blocks human histone deacetylase 3; O15379; recombinant HDAC3, fluorogenic peptide/trypsin coupled, fluorescence; inhibition, % at 8.3 µM; 320,000 compounds, 0.15% hits; AID 2718; in the data active = inhibition above about 26%, passing the limit was not always enough; inconclusive = no clear call, values can overlap the other calls
Target sequence (O15379 whole entry, looked up): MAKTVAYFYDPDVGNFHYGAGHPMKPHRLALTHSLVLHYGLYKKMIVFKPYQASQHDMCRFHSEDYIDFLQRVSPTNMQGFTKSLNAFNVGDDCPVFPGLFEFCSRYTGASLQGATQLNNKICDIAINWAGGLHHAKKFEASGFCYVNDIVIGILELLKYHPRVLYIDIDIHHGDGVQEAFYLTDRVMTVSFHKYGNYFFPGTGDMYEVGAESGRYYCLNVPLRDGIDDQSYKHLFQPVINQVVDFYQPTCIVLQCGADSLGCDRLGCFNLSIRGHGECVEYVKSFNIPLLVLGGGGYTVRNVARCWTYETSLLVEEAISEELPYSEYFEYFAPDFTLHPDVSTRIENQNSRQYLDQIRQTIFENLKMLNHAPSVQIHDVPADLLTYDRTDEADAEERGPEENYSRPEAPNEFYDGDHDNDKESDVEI
IEC-6 tox – kills IEC-6 intestinal cells in KLF5 counter-screen; IEC-6 cytotoxicity, luminescence viability; 290,000 compounds, 0.78% hits; inhibition, % at 5 µM; in the data active = inhibition above about 22%;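 note: 0% = plate median of test compound wells and 100% = cytotoxic reference compound wells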
* marks the source's active call; other numbers are inactive results; ? = inconclusive; / = not tested or not shown.

SMILES	HSF1 inh	AI-2 QS mod	HIF act	KLF5 inhibitor	Platelet DG rel	HSF1 activator	aSyn UTR inh	HSP90 inh	HDAC3 inh	IEC-6 tox
COc1ccccc1NC(=O)C1=C(C)NC(=O)NC1c1ccco1 (stereo not drawn)	-6	18	0.1	2	12	8	5	-6	-5	3
O=C(Cc1cccs1)N/N=C/c1ccc(OCc2ccccc2)cc1	6	-1	0.7	16	-2	32	-43	2	5	12
COCCCNC(=O)CCn1c(=O)c2ccccc2n(CC(=O)Nc2cc(Cl)ccc2C)c1=O	45	8	-0.1	7	1	83*	20	-1	5	-1
O=C(COC(=O)c1ccccn1)Nc1c(Cl)cccc1Cl	-10	2	-0.1	-11	1	1	-4	1	1	-6
COC(=O)C1=C(N)c2c(F)cccc2C1(C#N)c1ccc(F)cc1 (stereo not drawn)	1	32	0.2	-6	-15	28	8	1	-17	-3
CC(C)COc1cccc(C(=O)Nc2ccc(CN3CCOCC3)cc2)c1	0	-10	1.1	-24	-1	-7	-34	4	-1	3
O=C1CNC(=S)N1c1nc2ccccc2s1	-2	63	0.0	-75	11	2	?	-1	9	9
CN(C)c1ccc(NC(=O)CSc2nc3ccccc3c(=O)n2CC2CCCO2)cc1 (stereo not drawn)	4	16	0.2	7	5	-17	16	3	-11	4
Cc1ccc(S(=O)(=O)CCc2nc3ccccc3s2)cc1C	1	7	-0.1	-3	-14	7	6	-1	4	-1
CS(=O)(=O)N1CCn2c1nc1ccccc12	2	3	0.0	-13	-14	15	2	-3	-6	-3
ClCc1ncc(-c2ccc(Cl)cc2)o1	3	15	0.2	2	-1	-5	-3	2	-7	1
CN=C1NN=C(c2cc(C)n(-c3ccc(Cl)cc3)c2C)CS1	3	12	0.0	-27	-2	-2	-41	4	7	-7
Cc1ccc(-c2csc(-c3cc(C)on3)n2)cc1	22	14	2.7	-26	7	28	-149	2	1	2
S=C(NCCN1CCOCC1)NC1CCCC1	-6	10	-0.4	4	-6	5	-3	-2	1	-2
O=C(CCCC(=O)N(CC(=O)NC1CCCC1)Cc1ccccc1)Nc1ccccn1	-8	12	-0.1	4	-2	2	1	0	-1	-8
CC(=O)c1ccc(NC(=O)C2CCC(C)NC2=O)cc1 (stereo not drawn)	-2	-28	0.2	-56	-12	-16	-8	-1	0	-3
CC(C)OCCCNC(=S)N1CCC(C(=O)c2ccc(Cl)cc2)CC1	-2	6	0.5	-24	0	-15	5	4	8	-2
C/C(CCc1ccco1)=N/NC(=O)CCC(=O)Nc1cccc(Cl)c1	-2	44	-0.6	-41	3	-4	-30	-4	5	6
COc1ccc(CCNC(=O)CCCn2c(SCC(N)=O)nc3cc4c(cc3c2=O)OCO4)cc1OC	-5	11	-0.9	-2	2	-5	6	-3	-1	0
COc1ccccc1-c1cc(-c2ccc(C)cc2)nc(SCc2nnc(-c3ccccc3)o2)c1C#N	-7	17	-0.9	-19	1	-5	25	-2	1	-2
CCc1cccc(NC(=O)Cc2ccc(OC)c(OC)c2)c1	5	14	-1.2	-35	4	4	21	3	-2	-11
Cc1ccc(Nc2nc(N)nc(CN3CCN(C(=O)c4ccco4)CC3)n2)cc1Cl	-6	9	-0.7	-34	1	5	15	6	-1	2
COC(=O)c1c(C)oc(C)c1S(=O)(=O)Nc1ccccc1	10	20	0.0	-12	1	14	2	1	-1	6
Cc1cc(C)n(NC(=S)NC2CCCCC2)c(=O)c1C#N	6	21	0.3	-22	-12	1	0	2	-4	2
CCOC(=O)c1nn(-c2ccc3c(c2)OCCO3)cc1O	21	19	0.0	-60	12	44	-25	3	-33	-4
CCCCS(=O)(=O)NC1=NCN(CCO)CN1	17	5	0.0	-20	-3	20	-8	1	-9	6
Cc1ccc(NC(=O)COC(=O)/C=C/c2cccc(Cl)c2)cc1S(=O)(=O)N1CCOCC1	-3	-16	-1.3	-4	9	7	-20	0	7	5
O=c1nccc(SCc2ccc(Cl)cc2Cl)[nH]1	8	15	0.9	-15	-3	12	-8	1	?	3
CC1Cc2ccccc2N1C(=O)CCn1cccn1 (stereo not drawn)	8	-4	0.4	3	-14	13	-3	3	0	1
COc1ccc(-c2cnc3c(c2)CCC3(C#N)C#N)cc1	-19	5	0.6	19	-28	-31	29	-3	-47	70*
CCn1cc(S(=O)(=O)NCc2ccc3c(c2)OCO3)cn1	-3	13	-0.1	-28	-8	0	-6	-4	2	-1
COc1cc(Cl)c(S(=O)(=O)N2CCOCC2)cc1Cl	-6	7	0.1	5	2	16	8	4	3	3
CCOc1ccc(CC(=O)N2CCN(c3ccc(N4CCOCC4)nn3)CC2)cc1OCC	0	14	0.0	-3	19	3	8	-7	-5	-3
Cc1nn(C)cc1/C=N/NC(=O)Cn1cncn1	-6	69	-0.3	-7	-5	-8	-1	2	-1	0
O=C(CCc1ccccc1)Nc1nc2n(n1)C(c1ccc(Cl)cc1)CC(=O)N2 (stereo not drawn)	-13	11	-0.2	-16	-20	-3	24	2	-6	6
CC(C)(C)c1cnnn1-c1ccc(C(=O)CCl)cc1	-57*	49	-0.2	-14	11	-67	1	-3	-7	-2
Cc1ccc(C(=O)N/N=C\c2cccnc2)s1	5	16	1.0	-48	16	4	-41	11	5	11
NNC(=O)[C@@H]1C[C@@H]1c1ccccc1	-1	17	-0.1	-3	3	2	3	-2	0	-1
O=[N+]([O-])c1ccccc1S(=O)(=O)N1CCN(Cc2cc3c(cc2O)OCO3)CC1	1	25	-1.3	-21	5	2	-21	3	-2	-4
O=C(NCCOc1ccc(Cl)cc1)c1ccco1	-1	-7	0.0	-53	3	-9	-7	-3	2	6
Cc1cccc([C@@H]2[C@@H]3C(=O)N(Cc4ccccc4)C(=O)[C@@H]3[C@]3(C)C(=O)N(c4cccc(Cl)c4)C(=O)N23)c1	-7	18	-0.2	-23	0	-3	-7	0	-9	5
CCc1ccc(/C=C2\SC(=S)N(CCC(=O)N3CCN(C)CC3)C2=O)cc1	-8	10	0.3	-10	1	-9	-12	3	0	-6
CSc1nnc(NC(=O)C23CC4CC(CC(C4)C2)C3)s1	12	14	4.2	-85	14	21	-128	-4	-4	-23
O=C(NCCCN1CCOCC1)c1ccco1	-1	15	0.0	0	3	-29	-26	0	-5	0
CCOc1nc(-c2ccccc2Cl)nc2ccccc12	-6	21	-0.5	-6	3	-8	16	-1	-4	-4
CCOC(=O)c1c(C)[nH]c(C(=O)N/N=C\c2ccccc2Cl)c1C	2	28	3.2	-13	-17	18	-64	9	3	13
Cc1cccc(NC2=NCC(=O)N2Cc2ccccc2)c1	-12	68	0.3	-18	0	-26	3	5	1	2
CC1CCCC(NC2CCCCNC2=O)C1 (stereo not drawn)	0	10	0.3	5	11	3	6	2	4	5
C#Cc1cccc(NC(=O)Cc2cccs2)c1	-7	-40	-0.6	-36	-5	0	-8	-2	-1	-4
Cn1c(SCC(=O)NC2CCCCC2)nnc1-c1cc2cc(Cl)ccc2o1	2	3	1.0	-1	-5	-6	-48	-4	0	-3
OCCC1CN(CCCn2cccn2)CCN1Cc1ccccc1 (stereo not drawn)	1	27	-0.2	-13	-3	-4	-32	3	1	7
CCOC(=O)c1cc(NC(=O)c2ccc(Cl)cc2)c(=O)n2c1oc1ccc(Cl)cc12	2	14	0.5	-24	-7	4	28	-3	-3	-5
FC(F)(F)c1cc(-c2ccco2)nc(NCCc2ccccc2)n1	-1	21	0.3	-45	0	24	-92	-1	4	4
CCc1sc(NC(C)=O)nc1-c1ccccc1	-4	9	0.0	-28	7	3	3	-4	-7	2
Cc1cc(OCCCCn2ccnc2)cc(C)c1Cl	/	13	-1.0	-30	1	/	15	2	3	9
Cc1ccc(-c2csc(N3CCN(CCCn4c(C(F)(F)F)nc5ccccc54)CC3)n2)cc1	-1	5	0.3	-1	-5	1	-13	-5	2	7
Cc1ccc(C)c(NCC(O)c2ccccc2)c1 (stereo not drawn)	3	15	-1.0	-23	3	7	-15	1	3	5
CC(=O)Nc1ccc(S(=O)(=O)N[C@H](C(=O)O)C(C)C)cc1	-9	46	-0.4	3	6	-1	-3	0	3	4
CN(C(=O)CSc1nc2[nH]ncc2c(=O)[nH]1)c1ccccc1	-2	10	0.5	/	5	4	15	/	0	/
CN(C)/C=C(\C#N)C(=O)c1cccnc1Oc1ccc(F)cc1F	-9	18	-0.3	-21	-1	-9	-10	2	7	1

Further results:
SMILES	HSF1 inh	AI-2 QS mod	HIF act	KLF5 inhibitor	Platelet DG rel	HSF1 activator	aSyn UTR inh	HSP90 inh	HDAC3 inh	IEC-6 tox
O=C(c1cccc(COCC(F)(F)C(F)F)c1)N1CCN(c2ccccc2)CC1	11	20	0.1	2	2	13	1	0	-5	-2
Cc1ncoc1C(=O)N1CCc2c([nH]c3ccccc23)C1c1ccccc1F (stereo not drawn)	4	18	0.0	6	1	7	0	6	-1	8
Cc1cc(OCC(O)CN2CCc3ccccc3C2)ccc1Cl (stereo not drawn)	-7	-39	-1.6	-14	-1	-19	-1	0	4	-4
Cn1c(C(=O)N2CCOCC2)cc2c(=O)n3ccccc3nc21	-2	15	0.5	-36	1	12	-18	0	-135	-1
NC(=O)c1c(NC(=O)c2ccc(F)cc2)sc2c1CCC2	36	9	3.2	-118	-2	37	-184	1	14	-2
Cc1ccc(NC(=O)C2CCCN2C(=O)OCc2ccccc2)c(C)c1 (stereo not drawn)	3	0	0.0	-34	6	6	8	2	-17	1
O=C(c1ccccc1F)c1cc2c(cc1[N+](=O)[O-])OCCO2	-5	17	0.2	-24	-1	-3	-12	0	8	6
CCOc1ccc(OCCC(=O)OC(C)C(=O)Nc2ccc(C(C)=O)cc2)cc1 (stereo not drawn)	-4	7	-0.1	-29	-30	-3	-3	0	5	3
CCOc1ccccc1C(=O)NCCCCNC(=O)c1ccccc1OCC	-5	24	-0.1	/	1	5	-8	/	0	/
C=C(C)CNC(=S)N/N=C1\CCCCc2ccccc21	-3	7	-0.3	-18	10	18	-1	1	-8	3
Cc1ccc(C(=O)OCC(=O)c2c[nH]c3ccccc23)cc1S(=O)(=O)N1CCCCC1	-12	19	0.1	-23	-4	-21	-9	4	1	0
COC(=O)C1=C(Nc2ccccc2NC(=O)c2ccccc2C(=O)O)CSC1	16	15	4.7	-41	10	36	-167	-1	4	1
Cc1c(C(=O)Nc2ccc3c(c2)OCCO3)cnn1C	-61*	23	0.0	-43	9	-65	-15	35*	-12	-5
Cc1ccc(CSc2nnc(-c3ccco3)n2N)cc1	0	-71	1.7	-40	-2	34	2	-1	3	-2
CC(C)(C)c1ccc(C(=O)N2CCCN(C(=O)c3ccc(C(C)(C)C)cc3)CC2)cc1	-2	6	-0.3	-21	4	-13	-8	0	11	9
COc1ccc(-n2nc(C(=O)NCC(=O)Nc3cccc(Cl)c3)c3ccccc3c2=O)cc1OC	-2	20	-30	16	-8	0	-26	2	-2	-9
